CTSL1 counter – blocks F. hepatica cathepsin L1 in PFM18AAP counter-screen. recombinant F. hepatica cathepsin L1, Z-Leu-Arg-MCA fluorescence. inhibition, % at 5.96 µM. 300,000 compounds, 0.49% hits;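 active = inhibition above the mean of all tested compounds plus 3 SD, set per screening campaign, cut at about 17% in these data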;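 also: 0% = plate median of test compound wells and 100% = 1 µM Z-Phe-Ala-diazomethylketone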
HCV core dimer – blocks dimerization of HCV core protein. TR-FRET GST/Flag-core106 dimerization, 1536-well. inhibition, % at 5 µM. 300,000 compounds, 0.33% hits;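 active = inhibition above the mean of all tested compounds plus 3 SD, set per screening campaign, cut at about 45% in these data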
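System – GST-tagged and Flag-tagged HCV core protein residues 1-106 · Repeats – one well for each compound · Technique – TR-FRET 671 and 617 nm emission · Doses – one concentration, 5 µM, in 0.5% DMSO · Times – 4 h, 22.5 °C incubation · Also added – Eu donor and XL665 acceptor anti-tag antibodies · Measure – percent inhibition of core106 dimerization signal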
GRK2 aptamer HTS – blocks RNA aptamer binding to human GRK2. AID 488847. bead flow cytometry, FAM-aptamer displacement from GRK2. 330,000 compounds, 0.59% hits. inhibition of aptamer binding, % at 10 µM;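 active = inhibition of aptamer binding above 40%, roughly 3 SD of noise, on plates passing a quality check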;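 also: median bead fluorescence of bound FAM aptamer so fluorescent compounds give negative values; no value below 0 was filed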
VLA-4 inh – inhibition in a human VLA-4 binding assay; P13612; VLA-4 expressing cells, ligand binding flow cytometry; inhibition, % (about 7 µM as worked out from the volumes in the protocol); 330,000 compounds, 0.2% hits; AID 2557; in the data active = inhibition above about 50%
JMJD2C inh – human JMJD2C demethylase inhibition | GST-JMJD2C(1-420) H3K9me3 demethylation, DELFIA europium | inhibition, % at 2.35 µM | 330,000 compounds, 0.069% hits | AID 2099;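 active = more than half of a compound's replicate wells show inhibition beyond 50%, single wells judged on their own value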;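 also: signal counts dimethyl H3K9 product captured on neutravidin plate; 0% = median of DMSO wells and 100% = 0.3 times that DMSO median; strong numbers were not always called active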
Target sequence (Q9H3R0 1-420 limits assumed): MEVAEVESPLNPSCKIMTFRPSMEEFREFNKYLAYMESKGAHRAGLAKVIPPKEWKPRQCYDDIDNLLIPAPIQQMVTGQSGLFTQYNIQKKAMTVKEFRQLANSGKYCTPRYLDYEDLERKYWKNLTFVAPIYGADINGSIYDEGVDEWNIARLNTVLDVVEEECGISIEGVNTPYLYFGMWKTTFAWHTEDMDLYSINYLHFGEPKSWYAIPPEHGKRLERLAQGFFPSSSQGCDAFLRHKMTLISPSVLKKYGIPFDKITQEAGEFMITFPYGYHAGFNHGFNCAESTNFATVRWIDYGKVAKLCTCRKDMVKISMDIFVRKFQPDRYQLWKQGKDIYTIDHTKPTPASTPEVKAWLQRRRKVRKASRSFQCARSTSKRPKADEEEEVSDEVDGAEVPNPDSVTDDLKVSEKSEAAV
PP1 inh – counter-screen for PP5 inhibitors: inhibitors of human PP1-alpha; P62136; purified PP1alpha, OMFP fluorescence; inhibition, % at 6.7 µM; 320,000 compounds, 0.9% hits;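 active = inhibition above the mean inhibition of all tested compounds plus 3 SD, computed separately for each screening campaign, cut at about 15% in these data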
Target sequence (P62136 whole entry, looked up): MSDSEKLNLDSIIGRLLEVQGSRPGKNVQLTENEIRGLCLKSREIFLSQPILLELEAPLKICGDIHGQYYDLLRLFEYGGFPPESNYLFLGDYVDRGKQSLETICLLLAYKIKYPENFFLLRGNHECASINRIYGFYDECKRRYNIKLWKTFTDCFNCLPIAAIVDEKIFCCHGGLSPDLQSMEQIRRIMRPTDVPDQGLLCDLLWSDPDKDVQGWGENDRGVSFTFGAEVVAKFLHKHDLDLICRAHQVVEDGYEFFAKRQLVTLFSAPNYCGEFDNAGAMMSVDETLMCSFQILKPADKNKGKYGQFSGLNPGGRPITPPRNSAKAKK
PP5 primary – blocks human protein phosphatase 5 activity; P53041; purified PP5c, OMFP substrate fluorescence; 320,000 compounds, 0.18% hits; inhibition, % at 6.7 µM;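 active = inhibition above the campaign's mean inhibition across all tested compounds plus 3 SD, cut at about 9.5% in these data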;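 also: 0% = DMSO only and 100% = 100 µM cantharidin control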
proCasp7 act – activates human procaspase-7, counter-screen for procaspase-3 activators | P55210 | recombinant procaspase-7, Ac-DEVD-pNA absorbance 405 nm; D23A/D198A/D206A triple mutant, cannot self-cleave; scale: DMSO 0, 5 µM enzyme 100 | activation, % at 8.5 µM | 330,000 compounds, 0.093% hits;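 active = percent activation above the screen-wide mean plus 3 SD, cut at about 25% in these data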
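Test system: Procaspase-7 triple mutant (PC-7 D3A). Also added: Ac-DEVD-pNA substrate, 400 µM as added. Schedule: 1 h enzyme–compound preincubation and 2 h substrate reaction, both 25 °C. Signal: p-Nitroaniline absorbance at 405 nm, read at 0 and 120 min. Control set: low DMSO alone, high DMSO plus 5 µM PC-7.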
proCasp3 act – activators of human procaspase-3; AID 463141; activation, % at 8.5 µM; recombinant procaspase-3 D3A, Ac-DEVD-pNA absorbance 405 nm; P42574; 330,000 compounds, 0.11% hits;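 active = activation above the mean of all tested compounds plus 3 SD, cut at about 21% in these data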;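 also: 0% = DMSO alone and 100% = DMSO wells spiked with extra 5 µM PC-3 D3A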
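Assay system: Autoprocessing-dead procaspase-3 D3A mutant enzyme; also added: Ac-DEVD-pNA; doses: one concentration, 8.5 µM nominal, 0.8% DMSO; times: 1 h compound preincubation, 2 h substrate hydrolysis at 25 °C; technique: 405 nm absorbance of p-nitroaniline, reads at 0 and 120 min; measure: % activation between DMSO and enzyme-spiked controls; repeats: single replicate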
Numbers without * were called inactive; x = no result given; & = joins results of further samples.

SMILES,CTSL1 counter,HCV core dimer,GRK2 aptamer HTS,VLA-4 inh,JMJD2C inh,PP1 inh,PP5 primary,proCasp7 act,proCasp3 act
CCCN(CCC)C(=O)CC(c1ccccc1)C1CCOC(C)(C)C1 (stereo not drawn),-7,2,1,-4,-9,-2,-0.3,4,0
CCOC(=O)CNC(=O)C(CC(C)C)NC(=O)C1CCCCC1 (stereo not drawn),9,-1,3,-5,-4,-3,-1.5,9,8
Cc1ccc(C(=O)Nc2cc(=O)n(C)c(=O)n2C)o1,5,-2,3,33,4,3,1.2,-3,-5
CCn1c(SCCOc2ccc(OC)cc2)nnc1C(CO)NC(=O)c1ccc(OC)cc1 (stereo not drawn),-2,2,3,5,4,-8,0.4,2,10
CCOC(=O)N1CCN(Cc2ccc(OCC(O)CN3CCCCC3)cc2)CC1 (stereo not drawn),-3,-3,0,-6,-38,-5,-0.5,5,5
Cc1ccc2c(c1)C(c1ccccc1)N(C(=O)c1ccccc1)CC(=O)N2 (stereo not drawn),-1,4,1,5,-4,1,-0.6,3,6
Cc1cccc(C(=O)NC(C)C2CC3CCC2C3)c1 (stereo not drawn),1,-1,0,4,6,-2,-0.3,7,1
CC1CCC(NC(=O)CCNC(=O)c2ccc(Br)cc2)CC1 (stereo not drawn),3,-1,0,-3,-5,-2,-0.3,4,-1
CCOc1ccc(S(=O)(=O)N2CCC(C(=O)NC3CCCC3)CC2)cc1,-3,8,8,-3,9,-2,2.3,-2,4
Cc1cccc(NC(=S)N2CCn3cccc3C2c2cccnc2)c1 (stereo not drawn),-4,-8,0,30,-4,0,0.0,6,7
C/C(Cn1nnc([N+](=O)[O-])n1)=N\NC(=O)c1ccc(O)cc1O,5,-8,1,1,13,0,-0.7,0,-5
CNCCCC1Sc2ccccc2Oc2ccccc21 (stereo not drawn),0,2,0,-7,-3,1,3.0,6,1
CCOC(=O)N1CCN(c2ccc(C(F)(F)F)cn2)CC1,-1,-7,0,5,6,3,2.9,2,-5
CCOc1ccccc1N(CC(=O)OC)S(C)(=O)=O,1,4,0,13,17,0,2.4,5,-2
CCCCC(=O)Nc1ccc(NC(=S)NC(=O)c2cccs2)cc1OC,0,4,0,1,-30,1,0.5,-16,-6
O=C(NCc1cccnc1)c1nc(-c2ccc(C(F)(F)F)cc2)no1,0,-1,0,13,1,-3,3.1,3,5
CCCc1cc(-c2[nH]ncc2-c2ccc3c(c2)OCCCO3)c(O)cc1O,0,1,1,23,-1,-3,1.0,16,-4
COc1ccc(C(C(C(=O)c2cccs2)N2CCOCC2)N2CCOCC2)cc1OC (stereo not drawn),1,0,3,-12,13,-3,2.5,5,-4
C=CCN(CC=C)S(=O)(=O)c1ccc2nc(NC(=O)C3CCCO3)sc2c1 (stereo not drawn),-1,-4,0,-11,-6,-2,2.3,1,-7
CCOc1ccc(CCNC(=O)CCC(=O)N2CCOc3ccccc32)cc1OCC,-3,5,1,-8,-3,1,1.0,7,-7
O=C(CCNC(=O)c1ccco1)Nc1ccc(Cl)c(C(F)(F)F)c1,-1,-5,0,11,-8,1,4.0,9,4
CCOC(=O)c1c(C)oc(/N=C/c2ccccc2O)c1C#N,17*,-5,1,4,4,0,0.5,-6,-4
CC(=O)Nn1cc2c(=O)n(C)c(=O)n(C)c2c1,6,5,0,14,-11,0,1.9,6,1
O=C(CN1C(=O)/C(=C/c2ccccc2)Sc2ccccc21)NCCCN1CCOCC1,4,-7,1,4,6,-6,2.4,-1,3
O=S(=O)(c1ccccc1)N1CCN(c2nnnn2-c2ccccc2)CC1,0,-1,0,0,12,-1,-3.1,8,7
Cc1cc(C)c(C#N)c(N2CCN(Cc3ccc4c(c3)OCO4)CC2)n1,5,3,0,2,3,0,0.4,-6,3
Cc1ccc(C)c(NC(=O)C2CCCN2S(=O)(=O)c2ccc3c(c2)n(C)c(=O)c(=O)n3C)c1 (stereo not drawn),2,-1,0,-12,2,-2,0.2,3,-3
C/C(=N/NC(=O)c1cccc(C)c1)c1c(O)cc(C)oc1=O,2,3,0,5,9,-4,-2.1,-1,3
COc1ccccc1CC(=O)N1CCN(c2ccc(F)cc2)CC1,-3,1,2,8,3,-2,-2.2,-6,4
CCOc1cc(CN2CCN(c3ncccn3)CC2)ccc1OC,-2,1,0,6,2,1,-0.4,0,1
CN1CCC(=NNC(=O)c2cc(-c3ccc(Cl)cc3)n[nH]2)CC1,-6,-2,0,5,-4,4,-0.1,8,8
CS(=O)(=O)Cc1ccc(C(=O)NC2CCCc3ccccc32)cc1 (stereo not drawn),-3,3,0,2,-5,0,1.4,7,-1
O=C(NCCc1cccc(F)c1)C1CCN(S(=O)(=O)c2ccccc2)CC1,-2,2,1,8,-21,0,-0.2,-5,-5
CCCNC(=O)C(NS(=O)(=O)c1cccc2nsnc12)c1ccccc1 (stereo not drawn),-1,-5,24,-5,16,-1,2.9,4,-2
CC(=O)OCC(OC(C)=O)C(OC(C)=O)C(OC(C)=O)C(=O)Nc1ccccc1C (stereo not drawn),-11,-3,0,6,-4,6,2.1,7,5
Cn1ncc2c(Nc3ccccc3Cl)nc(Cl)nc21,-5,7,1,3,0,-1,-0.4,12,0
N#CC(C#N)=C(Nc1ccccc1)c1ccccc1,-2,-4,1,-2,-2,-4,3.2,1,3
Cc1cc(N2CCN(C)CC2)nc2ccc(NC(=S)NCCCN3CCc4ccccc4C3)cc12,-3,3,0,9,0,-1,1.3,2,-1
COc1ccc(OC)c(S(=O)(=O)Nc2ccc3oc4c(c3c2)C(=O)CCC4)c1,2,-5,2,0,8&5,3,1.9,-1,7
CCOc1ccc(/C(O)=C2\C(=O)C(=O)N(CCN(C)C)C2c2cccc(OC)c2OC)cc1Cl (stereo not drawn),1,-9,0,14,2&13,-3,1.1,2,0

Compound profiles (already shown). Values in the order: CTSL1 counter | HCV core dimer | GRK2 aptamer HTS | VLA-4 inh | JMJD2C inh | PP1 inh | PP5 primary | proCasp7 act | proCasp3 act
`Cc1cc(N2CCN(C)CC2)nc2ccc(NC(=S)NCCCN3CCc4ccccc4C3)cc12` across the screens: -3 | 3 | 0 | 9 | 0 | -1 | 1.3 | 2 | -1
`CCOc1ccc(/C(O)=C2\C(=O)C(=O)N(CCN(C)C)C2c2cccc(OC)c2OC)cc1Cl` (stereo not drawn) across the screens: 1 | -9 | 0 | 14 | 2&13 | -3 | 1.1 | 2 | 0

Carrying on:
SMILES,CTSL1 counter,HCV core dimer,GRK2 aptamer HTS,VLA-4 inh,JMJD2C inh,PP1 inh,PP5 primary,proCasp7 act,proCasp3 act
Sc1oc(-c2ccccc2)cc1C=Nc1ccccc1,-2,-15,0,-7,21,5,-0.6,-6,-13
C=CCNCCCCOc1ccc(OCc2ccccc2)cc1,4,-4,0,-3,1,-1,0.1,-8,-1
Cc1c(-c2nnnn2-c2ccc(F)cc2)cnc2cc3c(cc12)OCO3,-4,3,3,-24,-1,0,2.0,1,0
CC(=O)N=c1sc2ccccc2n1C,2,0,0,11,5,-6,-1.5,7,0
CC1CCCCN1Cc1c(O)ccc2c(=O)c(-c3nc4ccccc4s3)c(N)oc12 (stereo not drawn),7,2,0,-9,-1,2,1.0,6,10
CCOc1ccc(OCC)c(NS(=O)(=O)c2ccc3c(c2)n(C)c(=O)c(=O)n3C)c1,6,3,0,-3,-10,1,2.6,-5,0
CCOc1ccc(C(=O)CCC(=O)Nc2ccncc2)cc1,x,x,1,0,-9,-4,0.6,-6,9
S=C(NCc1ccccn1)Nc1ccc(Br)cc1Cl,6,0,3,4,-44,-2,-2.5,-17,-2
O=C(CSc1nnc(-c2ccncc2)n1-c1ccc(F)cc1)NC(=O)NCc1ccco1,0,18,20,-7,2,3,-0.8,-2,5

Just JMJD2C inh, for five of the compounds above:
smiles | JMJD2C inh
CCOc1ccc(S(=O)(=O)N2CCC(C(=O)NC3CCCC3)CC2)cc1 | 9
Cc1cccc(NC(=S)N2CCn3cccc3C2c2cccnc2)c1 (stereo not drawn) | -4
C/C(Cn1nnc([N+](=O)[O-])n1)=N\NC(=O)c1ccc(O)cc1O | 13
CNCCCC1Sc2ccccc2Oc2ccccc21 (stereo not drawn) | -3
CCOC(=O)N1CCN(c2ccc(C(F)(F)F)cn2)CC1 | 6

Assay outcomes from PubChem.

Outcome played no part in choosing rows; overall some 2.6% were active at least once.
